High-throughput results: PubChem, National Center for Advancing Translational Sciences (NCATS)
ERK EGF inh – inhibitors of EGF-stimulated ERK signaling pathway; HEK293-V1b, EGF-stimulated phospho-ERK AlphaScreen; Potency, µM (doses to about 11.5 µM), without a hit: at the highest dose activity change, negative = inhibition, actives largely listed as inhibitors; hit rate 0.41% among 130,000; AID 1454; active = well fitted inhibition curve with a large enough effect; inconclusive = small, poorly fitted or top-dose-only effect, or effect the other way;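 also: plate controls were stimulated vehicle wells for no effect and unstimulated vehicle basal for full effect; nearly all actives have a fitted effect of over 55% in size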
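After overnight plating in 1% FBS, HEK293-V1b cells received test compound for half an hour, then a 5 min pulse of EGF (25 nM); ERK phosphorylation in lysates was read by bead-based AlphaScreen.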
* = called active by the depositor; ? = inconclusive; & = joins results of further samples; [ ] = another dose, or the depositor's remark. Potency is read from the fitted curve at half-maximal effect.

SMILES	ERK EGF inh
O=C(C1=C[C@@H](c2csc3ccccc23)C[C@@H](OCCCCO)O1)N1CCN(Cc2ccc3c(c2)OCO3)CC1	-7%[57.5 µM]
COc1ccc(C)cc1NC(=O)NCc1ccco1	0%
O=S(=O)(c1cccc(-c2n[nH]c(=S)n2C2CCCC2)c1)N1CCOCC1	-10%
CC(=O)NC(=S)Nc1ccc2oc(-c3cc(F)c(F)cc3Cl)nc2c1	-13%
CCCSc1nnc(NC(=O)Nc2ccccc2OC)s1	-20%[57.5 µM]
O=C(c1csc2c1CCCC2)N1CCN(c2ccc(F)cc2)CC1	-1%
COCCNC(=O)c1cc(C)ccc1C	-6%
Cc1[nH]c2ccccc2c1N=Nc1cc(C(=O)O)cc(C(=O)O)c1	1%
COc1ccccc1CN1CCNC(=O)C1CC(=O)NCc1cn(C)nc1C (stereo unspecified)	-1%
CCC(C)NC(=O)[C@H](CSCc1ccccc1)N1Cc2ccccc2C1=O (stereo partly specified)	-8%
CN(C)CCCN1C(=O)c2cccc3c([N+](=O)[O-])ccc(c23)C1=O	-5%
O=C(NNC(=O)c1ccccc1[N+](=O)[O-])c1cccs1	10%[57.5 µM]
Cc1cc(C)cc(OCC(=O)N2N=C(C(F)(F)F)CC2(O)C(C)(C)C)c1 (stereo unspecified)	0%
CCOC(=O)/C(C#N)=C\c1cc(OC)c(OC)cc1[N+](=O)[O-]	-11%
O=C1OCCC1Sc1nnc(-c2ccco2)n1-c1ccccc1 (stereo unspecified)	3%
CC(=O)c1ccc(NC(=S)Nc2ccc3cn[nH]c3c2)cc1	-2%
O=C(NCCCO)/C(=C/c1ccc(-c2cccc([N+](=O)[O-])c2)o1)NC(=O)c1ccccc1	-7%
Cn1c(=S)c2[nH]c(SCCN3CCCC3)nc2n(C)c1=O	-9%[57.5 µM]
S=C1NCN(Cc2ccccc2)CN1C1CCCCC1	2%
CCOc1ccc(CC(=NCCc2ccccc2)C2=C(O)CC(C)(C)CC2=O)cc1OCC	3%
CCOc1ccc(-c2nnc(-c3ccc(OC)cc3)o2)cc1	-1%
CCOc1cc(C(=O)Nc2ccc(S(=O)(=O)NC3=NCCCCC3)cc2)cc(OCC)c1OCC	6%
Cc1cccc(C(=O)N2CCC(=O)N(C(COCc3ccc(Cl)cc3)Cc3ccccc3)CC2)c1 (stereo unspecified)	-10%
O=C1c2ccccc2C(=O)N1/N=C/c1ccc(Oc2ccc([N+](=O)[O-])cn2)cc1	-10%[57.5 µM]
CC(C)Oc1ccc(CCN=C(N)N=C(N)N)cc1Cl	7%

Following part:
SMILES	ERK EGF inh
O=C(COC(=O)c1cc(=O)c2ccccc2o1)NCC1CCCCC1	-2%
CCCn1c2ccc(F)cc2c2nnc(NN)nc21	-15%
CC1CCc2c(sc3nc(CSc4n[nH]c(N)n4)[nH]c(=O)c23)C1 (stereo unspecified)	2%
CC1=NN(C(=S)Nc2ccccc2)C(c2ccccc2)C1 (stereo unspecified)	2%
CCOCCCNC(=S)NCCCNc1nc2c(C)cc(C)cc2cc1C#N	-11%
COc1ccc(C2CC(c3cccs3)=NN2C(=O)CSc2nncs2)cc1OC (stereo unspecified)	-5%
Cc1ccc2cc(CCNC(=O)C(=O)c3c(C)[nH]c4ccccc34)c(=O)[nH]c2c1	-2%
N/C(=N\OC(=O)CCc1ccccc1)c1cccnc1	-8%
COc1cc(CN=Cc2c(O)n(Cc3ccccc3)c(=S)[nH]c2=O)cc(OC)c1	-1%[57.5 µM]
COc1cc2c(cc1OC)[C@@H]1Cc3cc4c(cc3[C@H](C2)N1C)OCO4	-10%
O=C(/C=C/c1cn(CC(O)CN2CCCCCC2)c2ccccc12)c1cccs1 (stereo unspecified)	-1%
CC1OC(OCC2OC(Oc3c(-c4ccc(O)c(O)c4)oc4cc(O)cc(O)c4c3=O)C(O)C(O)C2O)C(O)C(O)C1O (stereo unspecified)	1%
CC(NC(=O)CN(C1CCCCC1)S(C)(=O)=O)c1ccccc1 (stereo unspecified)	0%
N#CCCn1c(=O)cnc2cnc(N3CCNCC3)nc21	10%
Clc1ccc(-c2nnc(COc3ncnc4sccc34)o2)cc1	0%
Cc1ccc(CSCC(=O)NCc2ccc3c(c2)OCO3)cc1	4%[57.5 µM]
O=C(NCCO)c1cc2cc(Cl)cc(Cl)c2oc1=O	8%
CN(C)S(=O)(=O)c1ccc(N2CCCC2=O)c([N+](=O)[O-])c1	-9%
Cc1cccc(C)c1NC(=S)N(CCN(C)C)C(C)c1ccccn1 (stereo unspecified)	-2%
O=Cc1c(N2CCSCC2)nc2ccccn2c1=O	3%[57.5 µM]
COc1cccc(-n2c(N)c(C(=O)Nc3c(C)n(C)n(-c4ccccc4)c3=O)c3nc4ccccc4nc32)c1	-6%[57.5 µM]
CC(=O)C1=C(C)OC(N)=C(C#N)C1c1cccnc1 (stereo unspecified)	2%
O=C(O)CC(O)C(=O)O (stereo unspecified)	-6%[57.5 µM]
Cc1cc(C)nc(N/N=C/c2cn[nH]c2-c2ccccc2)n1	5%[57.5 µM]
Cc1nc(C)c(C(=O)N2CCCC(CCC(=O)NCc3ccc(F)c(F)c3)C2)s1 (stereo unspecified)	-2%

(list continues)
SMILES	ERK EGF inh
N[C@@H](Cc1ccc(O)c(O)c1)C(=O)O	5%[25.7 µM]
O=[N+]([O-])c1cccc2c[nH]nc12	-3%
Cc1ncc(CO)c(/C=N/NC(=S)Nc2ccc(F)cc2)c1O	6%
COc1ccc(C)cc1NS(=O)(=O)c1ccc2c(c1)n(C)c(=O)n2C	-17%
O=C(CSc1nc2ccccc2c(=O)n1-c1ccc(OC(F)F)cc1)NCc1cccs1	31%
COc1ccc2c(CC(=O)O)cc(=O)oc2c1	-10%[57.5 µM]
Cc1ccc(NC2(C#N)C(=O)Nc3ccccc32)cc1C (stereo unspecified)	-1%
O=[N+]([O-])c1ccccc1-c1ccc(C(=S)N2CCN(c3ccccc3)CC2)o1	?
COc1cccc(N2CCN(C(=O)Nc3ccccc3Cl)CC2)c1	-9%
CC1CN(c2ccccc2)NC1=O (stereo unspecified)	1%
CCc1ccc(O)c(-c2cc(C(=O)Nc3cccnc3)[nH]n2)c1	3%[57.5 µM]
COC(=O)C1=C(C(=O)OC)[C@@H]2N(C)c3ccccc3[C@@]23C[C@@H](C(=O)OC)N(C(=O)c2cc(C)oc2C)C3=N1	0%[57.5 µM]
COC(=O)c1ccc(Cn2c(O)c(N=NC(N)=S)c3ccccc32)o1	-3%[57.5 µM]
O=C(Nc1nc(-c2cccnc2)cs1)c1ccccc1F	-6%
C=CCNC(=S)N/N=C(\C)c1cc(OC)c(OC)c(OC)c1	-1%
CC(=O)NC(Nc1nc2c(s1)CCCC2)(C(F)(F)F)C(F)(F)F	-6%
COc1ccc(C2(C(=O)Nc3ccc(C)cc3)CCOCC2)cc1	-10%[57.5 µM]
COc1ccc(C(=O)C2CCCN(Cc3sc(N4CCCC4)nc3Cl)C2)c(OC)c1 (stereo unspecified)	-1%
O=C(Nc1ccc(Cl)cc1)Nc1ccc(S(=O)(=O)Nc2ncccn2)cc1	-9%[57.5 µM]
Cc1cccc(C#Cc2ccccc2)n1	-1%&-11%
Cc1ccc(CSc2nnc(-c3cnccn3)n2C)cc1	3%[57.5 µM]
Cc1nnc(N(Cc2ccco2)C(=O)c2ccc(C#N)cc2)s1	13%
CC(C)(C)NC(=O)c1c(F)c(F)c(F)c(F)c1F	0%
CCN(CC)c1ccc(C(=O)NNC(=O)CCl)cc1	3%
CCCSc1nnc(NC(=O)Cc2ccc(OC)c(OC)c2)s1	-9%

Rewritten in CSV form: 2 of the compounds above.
canonical_smiles,ERK EGF inh
COC(=O)c1ccc(Cn2c(O)c(N=NC(N)=S)c3ccccc32)o1,-3%[57.5 µM]
O=C(Nc1nc(-c2cccnc2)cs1)c1ccccc1F,-6%

Remaining list, next part:
SMILES	ERK EGF inh
[O-]/C(=C(\C(=S)Nc1cccc2ccccc12)[n+]1ccccc1)c1ccc(OC(F)F)cc1	?
O=C(Cn1cc([N+](=O)[O-])cn1)NCc1ccco1	-4%
O=C(O)/C=C/C(=O)Nc1ccc(Oc2ccccc2)cc1	7%[57.5 µM]
Cc1cc(C(=O)COc2ccccc2Cl)c(C)n1-c1ccc2c(c1)OCO2	0%
c1c2c(cc3sc(N4CCCCC4)nc13)OCCO2	11%
COc1ccc(C(=O)NC(=S)Nc2cc3oc4ccccc4c3cc2OC)cc1	-2%
COc1cc2[nH]c(-c3ccc(C)cc3)cc(=O)c2cc1OC	1%
CN(C)S(=O)(=O)Oc1ccc(C(=O)Nc2cccc(Cl)c2)cc1	-3%
O=C(NC1CCCC1)C(=O)N(c1ccccc1F)C(C(=O)NCC1CCCO1)c1cccs1 (stereo unspecified)	?
Cc1cc(/C=C2/NC(=O)N(Cc3ccccc3F)C2=O)c(C)n1C(C)C	?
CCC(CC)NC(=O)COC(=O)CCC(=O)c1cccs1	-1%
O=C(COC(=O)C1CCCCC1)NCCc1ccccc1	0%
Cc1ccc2oc(=O)n(CCOc3ccccc3)c2c1	-1%
C/C(=N\NC(=O)c1cc(C)oc1C)c1ccc(N2CCOCC2)cc1	3%
Cc1cc(=O)[nH]c(NCc2ccccc2)n1	-16%[57.5 µM]
CC(C)COc1ccc(Cc2cnc(N)nc2N)cc1	-20%[57.5 µM]
CSc1nnc(-c2ccncc2)n1/N=C/c1cn(-c2ccccc2)nc1-c1ccc(Cl)cc1	-6%[57.5 µM]
COc1ccc(C2/C=C\CN(S(=O)(=O)c3ccc4ccccc4c3)CC(=O)N2Cc2ccc(F)cc2)cc1 (stereo unspecified)	10%[57.5 µM]
CCCC(O)(CCC)C(=O)NNc1ccc(C)cc1	-5%[57.5 µM]
CN(c1ccc(C(=O)Nc2ccc(CC#N)cc2)cc1)S(C)(=O)=O	6%
Cc1ccc(C(=O)CSc2nnc(CNc3ccc(F)cc3)o2)cc1	0%
COc1ccc(Oc2ncccc2NC(=O)c2cccc(C)c2C)cc1	4%[57.5 µM]
O=C(Nc1nnc(Cc2c[nH]c3ccccc23)s1)c1ccc(Cl)cc1Cl	0%
COc1ccc(CCNc2nc(-c3cccc(NC(C)=O)c3)cs2)cc1OC	?
CC(C#N)Sc1nnc(Nc2ccccc2)s1 (stereo unspecified)	-1%

(further entries)
SMILES	ERK EGF inh
CNc1nc(N)c([N+](=O)[O-])c(Nc2cccc(Cl)c2)n1	-8%[57.5 µM]
CC(C)(C)c1cc(C(=O)NCc2ccccc2)ccn1	9%[57.5 µM]
CCOC(=O)N=S(=O)(Oc1ccc([N+](=O)[O-])cc1)c1ccc(Cl)cc1 (stereo unspecified)	-5%
COC(=O)[C@@H]1C[C@@]2(O)[C@H](O)[C@H](O)[C@H](O)C[C@H]2N1Cc1ccccc1OS(=O)(=O)c1ccc(C)cc1	7%
OCc1nc2ccc(Cl)cc2[nH]1	4%[57.5 µM]
C/C(=N\NC(=O)C1CC1)c1ccc(NC(=O)c2ccc(Br)o2)cc1	-5%
COc1cccc(CN(C)C(=O)c2cccc(OC3CCN(C4CCCC4)CC3)c2)c1	?
COc1ccc(OCC(=O)N/N=C(\C)c2ccc(OC)cc2)cc1	0%
COc1ccc(C(=O)/C=C/c2cn(CC(O)CN3CCOCC3)c3ccccc23)cc1 (stereo unspecified)	4%
O=C(Cn1nc(-c2cccc(Cl)c2)ccc1=O)Nc1ccccc1Br	1%
Cc1cc(C)nc(SCC(=O)n2c3c(c4ccccc42)CCCC3)n1	-14%
CC(C)(C)c1ccc(OCCCNCc2ccccc2)cc1	2%
C/C(CCN1CCc2nc(-c3ccccc3)c(-c3ccccc3)cc2C1)=N\O[C@@H](C)c1cn([C@H](CO)Cc2ccccc2)nn1	1%
C=CCOC(=O)/C(=C\c1ccccc1)NC(=O)c1ccc(C)cc1	-4%
CC(C)(C)NC(=O)NC(=O)CSc1ncn[nH]1	-4%
COc1ccc(CNC(=O)c2ccc(C)o2)cc1	7%
CCN(CC)S(=O)(=O)c1ccc(C)c(NC(=S)N2CCN(C/C=C/c3ccccc3)CC2)c1	3%
O=C(NC(=S)Nc1ccc(S(=O)(=O)N2CCCC2)cc1)C1CC1	-13%
COc1ccc(CCN2CC(C(=O)NC3CCCCC3)CC2=O)cc1OC (stereo unspecified)	1%
CCN(CC)c1ccc(/C=C2/C(=O)ON=C2C)cc1	4%
O=C(Nc1cccc2ccccc12)N1CCc2ccccc2C1	-1%
CC1CC(C)CN(C(=O)c2cccc3c2-c2ccccc2C3=O)C1 (stereo unspecified)	6%[57.5 µM]
C=CCn1c(=NC(=O)c2cccc(N3C(=O)CCC3=O)c2)sc2cccc(OC)c21	-2%[57.5 µM]
Cc1cc(NC(=O)CSCc2nc(-c3cccc(Cl)c3)oc2C)no1	1%
CC1C(C#N)=C(SCC(N)=O)NC2=C1C(=O)CC(C)(C)C2 (stereo unspecified)	-16%[57.5 µM]
COc1cc2c(C#N)c(N3CCCC3)nc(N)c2c(N)n1	?

Molecules from the list above that have a cyano group, in the order listed:
SMILES	ERK EGF inh
CCOC(=O)/C(C#N)=C\c1cc(OC)c(OC)cc1[N+](=O)[O-]	-11%
CCOCCCNC(=S)NCCCNc1nc2c(C)cc(C)cc2cc1C#N	-11%
N#CCCn1c(=O)cnc2cnc(N3CCNCC3)nc21	10%
CC(=O)C1=C(C)OC(N)=C(C#N)C1c1cccnc1 (stereo unspecified)	2%
Cc1ccc(NC2(C#N)C(=O)Nc3ccccc32)cc1C (stereo unspecified)	-1%
Cc1nnc(N(Cc2ccco2)C(=O)c2ccc(C#N)cc2)s1	13%
CN(c1ccc(C(=O)Nc2ccc(CC#N)cc2)cc1)S(C)(=O)=O	6%
CC(C#N)Sc1nnc(Nc2ccccc2)s1 (stereo unspecified)	-1%
CC1C(C#N)=C(SCC(N)=O)NC2=C1C(=O)CC(C)(C)C2 (stereo unspecified)	-16%[57.5 µM]
COc1cc2c(C#N)c(N3CCCC3)nc(N)c2c(N)n1	?

An excerpt. The share of hits here may be higher or lower than overall.
